DRD3 agonist: qHTS of D3 Dopamine Receptor Agonist: qHTS; D(3) dopamine receptor (Homo sapiens), P35462; D3R DiscoveRx beta-arrestin cells, luminescence, 90 min; max activation, %; hit rate 0.58% among 410,000; AID 652048, 2013; in the data active means max activation above about 30%; further: 0% is about no effect; mostly tested at two doses, the higher about 12 µM
Target sequence (P35462 whole entry, looked up): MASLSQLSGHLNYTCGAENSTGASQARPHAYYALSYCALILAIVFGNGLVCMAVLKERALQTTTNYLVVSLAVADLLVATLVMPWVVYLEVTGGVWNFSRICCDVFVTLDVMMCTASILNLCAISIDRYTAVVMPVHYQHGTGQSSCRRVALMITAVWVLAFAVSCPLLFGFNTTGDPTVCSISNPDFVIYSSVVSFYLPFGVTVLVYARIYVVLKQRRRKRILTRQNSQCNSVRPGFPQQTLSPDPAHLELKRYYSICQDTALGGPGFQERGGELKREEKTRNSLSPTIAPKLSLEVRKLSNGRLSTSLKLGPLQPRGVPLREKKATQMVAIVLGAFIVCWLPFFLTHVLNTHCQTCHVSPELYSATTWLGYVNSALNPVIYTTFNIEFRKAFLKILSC
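Cells at 1500/well, incubated overnight, then treated with pinned compounds (dopamine as control) for 90 min at 37 degrees C. DiscoveRx reagent added for 30 - 60 minutes at room temperature; luminescence read.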
GLP1R inv ag: qHTS of GLP-1 Receptor Inverse Agonists (Inhibition Mode); hit rate 1.6% among 410,000; Potency, µM (highest dose often 38.3 µM), inactives show top-dose activity change, negative = inhibition, most hits filed as inhibitors; Glucagon-like peptide 1 receptor (Homo sapiens), P43220; AID 624417, 2012; HEK293 GLP-1R CRE-luciferase, luminescence, 24 h; GLP-1R form is constitutively active; further: potency means the concentration at half of the fitted maximal effect; on the % scale 0 is the no-effect control and ±100 the full control effect; nearly all actives have a fitted effect of over 55% in size
Target sequence (P43220 whole entry, looked up): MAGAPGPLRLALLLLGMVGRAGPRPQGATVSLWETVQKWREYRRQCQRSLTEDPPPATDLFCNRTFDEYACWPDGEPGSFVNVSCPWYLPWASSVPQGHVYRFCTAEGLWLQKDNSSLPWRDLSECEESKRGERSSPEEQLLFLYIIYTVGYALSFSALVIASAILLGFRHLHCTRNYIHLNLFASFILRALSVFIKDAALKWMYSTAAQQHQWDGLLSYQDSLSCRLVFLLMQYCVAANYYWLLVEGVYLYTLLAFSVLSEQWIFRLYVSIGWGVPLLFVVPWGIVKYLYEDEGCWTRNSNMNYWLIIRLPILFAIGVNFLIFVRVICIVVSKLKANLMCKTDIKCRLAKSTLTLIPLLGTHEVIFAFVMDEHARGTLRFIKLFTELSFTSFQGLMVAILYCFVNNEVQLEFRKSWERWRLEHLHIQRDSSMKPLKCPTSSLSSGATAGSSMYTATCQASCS
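Readout was luciferase luminescence, measured 12 min after detection reagent at room temperature. Beforehand, GLP-1R reporter HEK293 cells had sat 12 h, then received compounds for 24 hr at 37 deg C.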
GLP1R cytotox: qHTS of GLP-1 Receptor Inverse Agonists: Cytotox Screen | Potency, µM (highest dose often 38.3 µM), without a hit: top-dose activity change, negative = inhibition, usual class: inhibitors | HEK293 cAMP-luciferase reporter cells, luminescence, 24 h | AID 624418, 2012 | hit rate 0.13% among 410,000;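 further: loss of luciferase light is scored as toxicity; potency means the concentration at half of the fitted maximal effect; on the % scale 0 is the no-effect control and ±100 the full control effect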
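Compound-treated cells are incubated 24 hr at 37 deg C under 5% CO2 after a 12 hour attachment period, then luciferase detection reagent is added and luminescence is measured following 12 min at room temperature; lowered signal indicates toxicity.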
Numbers without * were called inactive; ? = inconclusive. Unless noted, the call rests on the fitted dose curve; in most records, active means well fitted curve in the direction sought with a large enough effect; inconclusive means small, poorly fitted or top-dose-only effect, or another doubt; inactive means no such curve, though single readings can be large; an effect the other way counts as inactive or inconclusive.

SMILES | DRD3 agonist | GLP1R inv ag | GLP1R cytotox
Cc1ccccc1CN1CCC(CNC(=O)c2cc3ccc4cccnc4c3[nH]2)CC1 | -21 | ? | -27%
O=c1c2ccccc2nc(-c2ccc(Cl)cc2)n1CCCOc1ccccc1F | -12 | 2% | -3%
CCC(C(=O)Nc1ccc(C)c(Cl)c1)n1c(=O)c(-c2ccccc2NC(C)=O)nc2ccccc21 (configuration not stated) | -19 | ? | -23%
COc1ccc(CN2CCN(c3ncnc4sc5c(c34)CCCC5)CC2)cc1F | -10 | -9% | -3%
Cc1ccc(CNC(=O)c2cnn(-c3ccc(F)cc3F)c2C2CCN(C(=O)OC(C)(C)C)CC2)cc1 | -1 | ? | -25%
CCOc1ccc(CCNC(=O)CCc2cn(Cc3ccc(F)cc3)c3ccccc23)cc1 | -20 | ? | -7%
CC(C)C(NS(=O)(=O)c1ccc2c(c1)oc(=O)n2C)C(=O)N1CCN(c2cccc(Cl)c2)CC1 (configuration not stated) | -6 | -7% | -23%
Cc1ccc(CCNC(=O)c2cn(C)c3ccc(S(=O)(=O)N(C)C4CCCCC4)cc3c2=O)cc1 | 4 | 7% | -1%
CCOc1ccc(CCNC(=O)c2nnc(Cc3ccc(Cl)cc3Cl)o2)cc1OCC | 5 | -9% | -12%
CCC(=O)N1c2ccccc2CC1C(=O)NCc1ccc(CC)cc1 (configuration not stated) | 5 | -12% | 7%
CCN(CC)c1ccc(-c2nc(-c3ccccc3C)no2)cc1[N+](=O)[O-] | -2 | 0% | 7%
Cc1cc(=O)n(Cc2ccc(Cl)cc2)c2c1c(C)nn2-c1ccccc1 | -2 | 29% | 5%
COc1cc(OC)c(NC(=O)Cn2c(=O)cc(C)c3c(C)nn(-c4ccc(C)cc4)c32)cc1Cl | -18 | 28% | 1%
COCCNC(=O)CCCn1c(SCC(=O)c2ccc(Br)cc2)nc2c(sc3ccccc32)c1=O | -8 | 7% | 3%
COc1ccc(NC(=O)Cn2c(SCc3c(F)cccc3Cl)nc3ccncc32)cc1OC | -16 | 5% | 3%
CCOc1cccc(C(=O)Nc2nnc(S(=O)(=O)N(C)c3ccc(C)cc3)s2)c1 | -10 | -4% | 7%
CCOc1ccc(NC(=O)c2cc3sc(Cl)cc3n2CC)cc1 | 2 | -6% | 8%
CCCCOc1ccc(-c2nn(-c3ccccc3)cc2C2NC(=O)NC(C)=C2C(=O)OC)cc1 (configuration not stated) | -9 | 9% | 3%
COc1cccc(-n2c(=O)c3c4c(sc3n(Cc3ccc(F)cc3Cl)c2=O)CCCC4)c1 | -5 | 6% | 2%
CC(=O)N1c2nc(C(C)C)nn2C2(CCCCC2)[C@@H]2CCCC[C@@H]21 | -9 | -20% | -1%

Looked up above:
CCN(CC)c1ccc(-c2nc(-c3ccccc3C)no2)cc1[N+](=O)[O-] | GLP1R cytotox: 7%
CCC(C(=O)Nc1ccc(C)c(Cl)c1)n1c(=O)c(-c2ccccc2NC(C)=O)nc2ccccc21 (configuration not stated) | GLP1R cytotox: -23%
COc1ccc(NC(=O)Cn2c(SCc3c(F)cccc3Cl)nc3ccncc32)cc1OC | GLP1R inv ag: 5%

(list continues)
SMILES | DRD3 agonist | GLP1R inv ag | GLP1R cytotox
Cc1nnc(N2C(=O)c3oc4ccccc4c(=O)c3C2c2cccc(OCCC(C)C)c2)s1 (configuration not stated) | -2 | 6% | 0%
CCc1cccc(NC(=O)Cn2c(-c3ccc(F)cc3)cc(C(C)=O)c2C)c1 | 2 | ? | -2%
CCn1cc(S(=O)(=O)c2cc(C)cc(C)c2)c(=O)c2cc(F)c(N3CCCCC3)cc21 | -3 | 4% | -2%
CCOC(=O)N1CCc2c(sc(NCc3ccc(N(C)C)cc3)c2C(=O)Nc2ccccc2OCC)C1 | -8 | -28% | -22%
Cc1ccc(CNC(=O)c2ccc3c(c2)c(C)c(C)n3Cc2ccc(Cl)cc2)o1 | -6 | -16% | 2%
CCOc1ccc2oc(=O)cc(CN3CCN(c4ccccc4)CC3)c2c1 | -25 | 4% | 33%
O=C(Nc1ccccc1C(=O)OCc1cc(=O)n2nc(C3CC3)sc2n1)c1cccc(F)c1 | 6 | -9% | 7%
Cn1ncc2c(N3CCN(c4ccccc4Cl)CC3)ncnc21 | -7 | 4% | -2%
COc1ccccc1CNC(=O)C1CCN(S(=O)(=O)Cc2ccccc2)CC1 | 6 | 1% | -9%
COc1ccc(NC(=O)CCN2CCN(c3cccc(Cl)c3)CC2)cc1 | 7 | -24% | 1%
CCOc1ccccc1NC(=O)CCc1c(C)nn(-c2ccc(N3CCOCC3)nn2)c1C | -1 | 1% | 4%
COc1cc(NC(=O)CSc2nc3nc(C)c(Cc4ccccc4)c(C)n3n2)cc(OC)c1OC | 3 | 4% | 1%
CC(C)CCOc1ccc(Oc2nc(N(C)C)nc(N(C)C)n2)nn1 | 11 | 7% | 2%
Cc1nc(-c2ccccc2)sc1-c1ccc(SCC(=O)NCc2ccc(F)cc2)nn1 | 2 | 11% | 0%
CCOc1cc(C(c2c(C)[nH]n(-c3ccccc3)c2=O)c2c(C)[nH]n(-c3ccccc3)c2=O)ccc1O | -15 | -10% | 4%
COc1cc(OC)c(NC(=O)c2cc(C(C)=O)n3ccccc23)cc1Cl | 2 | 14% | -1%
COc1ccc(CNCc2ccc3c(c2)n(C)c(=O)n3C)cc1 | -16 | -24% | 0%
Cc1ccccc1CNCCSc1nnnn1-c1ccccc1 | -20 | -15% | 0%
COc1cc(NC(=O)CSc2ccc(-c3sc(-c4ccccc4)nc3C)nn2)cc(OC)c1 | 18 | 5% | -1%
Cc1cccc(N2C(=O)C(CC(=O)Nc3ccccc3)N(C3CCCCC3)C2=O)c1 (configuration not stated) | 5 | -31% | -12%
CCCc1nn2c(=O)cc(COC(=O)c3ccccc3NC(=O)COc3ccccc3)nc2s1 | -13 | 12% | -12%
Cc1ccc(Cl)cc1NC(=O)CN(C)S(=O)(=O)c1ccc2c(c1)n(C)c(=O)c(=O)n2C | -11 | 20% | 6%
COCCNC(=O)C(=O)NCC(c1cccnc1)N1CCN(c2ccccc2OC)CC1 (configuration not stated) | -8 | 10% | 3%
COc1ccc(C2CC(=O)c3c([nH]c(C(=O)OC4CCCCCC4)c3C)C2)cc1OC (configuration not stated) | 3 | ? | -7%
Cc1ccsc1CN(C(=O)c1ccc(OCC(C)C)cc1)C1CCS(=O)(=O)C1 (configuration not stated) | 2 | -16% | 0%
O=C(Cc1ccc(Cl)cc1)Nc1ccc2nn(-c3ccccc3)nc2c1 | 4 | 6% | -6%
Cc1ccc(CN2CCN(C3CCN(C(=O)Nc4ccccc4C(F)(F)F)CC3)C(=O)C2=O)cc1 | 6 | 7% | -12%
CSc1ccc(CCNC(=O)C(C)n2c(C)c3cnn(-c4ccccc4)c(=O)c3c2C)cc1 (configuration not stated) | -17 | ? | -4%
CC(=O)Nc1ccc(NC(=O)C2Cc3ccccc3N2C(=O)c2ccccc2)cc1 (configuration not stated) | 7 | 8% | -2%
Cc1cccc(NC(=O)c2ccc3nc(CCc4ccccc4)oc3c2)c1C | -10 | 12% | 8%
O=C(c1cccs1)N1CCCc2cc(NS(=O)(=O)c3ccc(F)cc3F)ccc21 | 0 | -17% | 1%
Cc1ccc(C)c(N2CCN(C(=O)CCn3c(=O)[nH]c4ccccc4c3=O)CC2)c1 | -16 | ? | -24%
COc1cccc(CNC(=O)Cn2ncn3c(cc4ccccc43)c2=O)c1 | 13 | 7% | -17%
CCOc1ccc(CC(=O)Nc2ccc3nc(N4CCCCC4)cc(C)c3c2)cc1OCC | -20 | ? | -5%
Cc1ccccc1OCC(=O)NCC(c1ccc(Cl)cc1)N1CCCCC1 (configuration not stated) | -17 | -11% | 3%
CCc1ccc(S(=O)(=O)Nc2cccc(-c3ccc(N4CCC(C)CC4)nn3)c2)s1 | -4 | ? | -8%
CCc1ccc(-n2c(=O)c3cccnc3n2CC(=O)Nc2cc(F)ccc2F)cc1 | 1 | 12% | -8%
O=C(NCC1(c2ccccc2)CCCC1)C(=O)Nc1cccc(C(F)(F)F)c1 | -9 | -6% | 1%
COc1cc(C(=O)NCC(c2ccc(Cl)cc2)N2CCOCC2)cc(OC)c1OC (configuration not stated) | -4 | 4% | 8%
CCc1cnc2c(c1SCC(=O)Nc1cc(Cl)ccc1OC)c(=O)n(C)c(=O)n2C | -6 | 2% | 4%
Cc1cccc2cc(-c3nc(-c4cccs4)no3)c(=O)oc12 | -8 | 9% | 18%
Cc1ccc(C)c(CN2C(=O)c3ccccc3S(=O)(=O)c3ccc(C(=O)NCc4ccccc4)cc32)c1 | -4 | 1% | -9%
O=S(=O)(Nc1ccc(-c2ccc(N3CCCC3)nn2)cc1)c1ccc(C(F)(F)F)cc1 | -7 | ? | -6%
Cc1ccc(Cl)cc1N1CCN(C(=O)Cn2c(-c3cccs3)cc3cc(F)ccc32)CC1 | 8 | ? | 4%
COc1ccc(OCCCn2c(=O)oc3ccc(C)cc32)cc1 | 4 | -13% | -3%
CCC(=O)Nc1ccc(CC)cc1-c1nc2ccccc2n(CC(=O)Nc2cccc(OC)c2)c1=O | -11 | -5% | -14%
Cc1ccc2nc(NC(=O)CSc3nccn3-c3ccc(Cl)cc3)sc2c1 | 6 | -7% | -4%
Cc1ccc(CNC(=O)Cc2c(C)c3c(cc(C)c4c(C)coc43)oc2=O)cc1 | -7 | 6% | 8%
COc1ccccc1CCNC(=O)C(=O)NCC(c1cccs1)S(=O)(=O)c1ccc(F)cc1 (configuration not stated) | -2 | ? | -6%
CCc1ccc(NC(=O)C(Cc2ccccc2)NS(=O)(=O)c2ccc3c(c2)CCN3C(C)=O)cc1 (configuration not stated) | -14 | 14% | 4%
CC(=O)N1c2ccccc2C(=O)C1N1CCN(c2ccccc2F)CC1 (configuration not stated) | 6 | 8% | 1%
CCOc1cc(C(=O)Nc2c(NC)c3ccccc3oc2=O)cc(OCC)c1OCC | -14 | -1% | 3%
Cc1ccc(NC(=O)CSc2nnc3[nH]c(=O)cc(-c4ccccc4)n23)cc1Cl | 0 | 6% | -1%
COc1ccc(CNC(=O)c2nc(SC(C)C)ncc2Cl)cc1 | -14 | ? | 14%
CCC1CCCCN1CCCNC(=O)c1ccc2c(c1)N(Cc1ccccc1)C(=O)c1ccccc1S2(=O)=O (configuration not stated) | -4 | ? | 4%
CC(C)CCNC(=O)CSc1nc2ccsc2c(=O)n1Cc1ccccc1Cl | -8 | -3% | -1%
CCOc1ccc(N2CC(c3nc4ccccc4n3CCCOc3ccc(OC)cc3)CC2=O)cc1 (configuration not stated) | 1 | -10% | 7%
CCc1ccc(Nc2nc3c(S(=O)(=O)c4ccc(C)cc4)nnn3c3ccsc23)cc1 | 1 | 10% | 6%
COc1ccc(CNC(=O)C2CCN(Cc3nc(-c4ccc(OC)c(OC)c4)oc3C)CC2)cc1 | 5 | 4% | -7%
CCOC(=O)N1CCN(C(=O)CN(c2ccccc2F)S(=O)(=O)c2ccc(C)cc2)CC1 | -7 | 4% | 12%

Of the compounds above, these contain a CF3 group:
SMILES | DRD3 agonist | GLP1R inv ag | GLP1R cytotox
Cc1ccc(CN2CCN(C3CCN(C(=O)Nc4ccccc4C(F)(F)F)CC3)C(=O)C2=O)cc1 | 6 | 7% | -12%
O=C(NCC1(c2ccccc2)CCCC1)C(=O)Nc1cccc(C(F)(F)F)c1 | -9 | -6% | 1%
O=S(=O)(Nc1ccc(-c2ccc(N3CCCC3)nn2)cc1)c1ccc(C(F)(F)F)cc1 | -7 | ? | -6%

Additional results follow.
SMILES | DRD3 agonist | GLP1R inv ag | GLP1R cytotox
Cc1c(CNC2CCCCCC2)c(C(=O)O)c(C)n1Cc1ccc(F)cc1Cl | -9 | 5% | 15%
CCc1cc2c(cc3c(=O)n(CC(=O)NCCc4ccc(OC)c(OC)c4)ncn32)s1 | 12 | 27% | 13%
COc1ccc(NC(=O)CSCc2cc(=O)c3cc(Cl)ccc3[nH]2)cc1 | 3 | 6% | 4%
CC(NC(=O)C1CCN(C(=O)N2CCOc3ccc(Cl)cc32)CC1)c1ccccc1 (configuration not stated) | 2 | -17% | 0%
COc1ccc(S(=O)(=O)c2cn(C)c3ccc(C)cc3c2=O)cc1 | 3 | 15% | -9%
Cn1c(=O)oc2cc(S(=O)(=O)NCCC(=O)Nc3ccc(F)c(Cl)c3)ccc21 | 6 | 12% | 1%
CCCCCSc1nnc2c(n1)OC(c1ccc(C)s1)N(C(C)=O)c1ccccc1-2 (configuration not stated) | -1 | ? | -2%

Gathered by group: the compounds so far containing a furan ring, fused or not.
SMILES | DRD3 agonist | GLP1R inv ag | GLP1R cytotox
Cc1ccc(CNC(=O)c2ccc3c(c2)c(C)c(C)n3Cc2ccc(Cl)cc2)o1 | -6 | -16% | 2%
Cc1ccc(CNC(=O)Cc2c(C)c3c(cc(C)c4c(C)coc43)oc2=O)cc1 | -7 | 6% | 8%

Assay outcomes deposited in PubChem BioAssay by National Center for Advancing Translational Sciences (NCATS).

Only part of the results is shown. The share of hits here may be higher or lower than overall.
